# Screening data as filed in PubChem.
# Glioma ERSR ind: induces the endoplasmic reticulum stress response in human glioma cells | U87-MG GRP78 promoter luciferase reporter, 16 h | Potency, µM, without a hit: at the highest dose activation, usual class: activators | 420,000 tested, 0.02% active | AID 602332; note: potency is the fitted concentration of half-maximal effect; series mostly up to about 76 µM; % of control where 0% means no effect; nearly all actives have a fitted effect of over 35% in size
#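 Stably transfected U87-MG human glioma cells carrying a GRP78-based luminescent sensor were seeded at 1000 cells/well, pin-dosed with compounds and incubated 16 h. Luciferase reagent was then added, and end-point luminescence was read after 10 min at room temperature.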
# TrxR1 substrate: is turned over as a substrate by rat TrxR1; purified TrxR1 substrate turnover, NADPH consumption readout; Potency, µM (doses to about 114 µM), without a hit: top-dose activity change, negative = substrate turnover; 390,000 tested, 0.01% active; AID 588456; note: potency is the fitted concentration of half-maximal effect; % is set by controls: 0 for no effect and ±100 for the full control effect; nearly all actives have a fitted effect of over 50% in size
#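 Rat TrxR1, dispensed at 90 nM, was prereduced with 400 uM NADPH (final) for 5 min at ~22 deg C, then incubated with compound 15 min before 400 uM selenite. A first-read NADPH fluorescence drop versus no-compound background flagged substrates.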
# rTrxR1 inhibitor: rat TrxR1 inhibition; Potency, µM (top dose mostly 114 µM), without a hit: at the highest dose activity change, negative = inhibition, usual class: inhibitors; recombinant rTrxR1, NADPH fluorescence consumption, selenite substrate; O89049; AID 588453; 390,000 tested, 1% active; note: potency is the fitted concentration of half-maximal effect; % is set by controls: 0 for no effect and ±100 for the full control effect; nearly all actives have a fitted effect of over 65% in size
#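 Rat TrxR1 (90 nM in the dispensed reagent) was pre-reduced with 400 uM NADPH for 5 min at room temperature, then incubated with compound for 15 min. After 400 uM selenite was added, NADPH fluorescence (Ex 340/Em 450 nm) was followed for 8 min.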
# Vif-A3G inh: blocks the Vif interaction with human APOBEC3G. HeLa A3G-eYFP + Vif (tagged APOBEC3G with the HIV-1 protein that degrades it), YFP fluorescence, overnight. Potency, µM (doses to about 46.1 µM), inactives show top-dose activity, negative = active, hits mostly inhibitors. 410,000 tested, 0.076% active. AID 602310;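 note: potency is the fitted concentration of half-maximal effect; % is set by controls: 0 for no effect and ±100 for the full control effect; nearly all actives have a fitted effect of over 60% in size; hits raise eYFP signal because A3G escapes Vif-driven loss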
#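 Read-out is eYFP fluorescence (Ex 488/Em 500-530) from Vif-expressing HeLa A3G-eYFP cells; more signal means A3G escaped Vif-mediated degradation. Cells plated overnight, compound pinned in, incubated overnight at 37 deg C.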
# USP1-UAF1 inh: inhibitors of human USP1/UAF1 deubiquitinase; recombinant USP1/UAF1, Ub-Rhodamine cleavage fluorescence; 390,000 tested, 0.23% active; O94782; AID 743255; Potency, µM (highest dose often 57.1 µM), for inactives: at the highest dose activity change, negative = inhibition, usual class: inhibitors; note: potency is the fitted concentration of half-maximal effect; % is set by controls: 0 for no effect and ±100 for the full control effect; nearly all actives have a fitted effect of over 60% in size; inactives centre near -12
# Target sequence (O94782 whole entry, looked up): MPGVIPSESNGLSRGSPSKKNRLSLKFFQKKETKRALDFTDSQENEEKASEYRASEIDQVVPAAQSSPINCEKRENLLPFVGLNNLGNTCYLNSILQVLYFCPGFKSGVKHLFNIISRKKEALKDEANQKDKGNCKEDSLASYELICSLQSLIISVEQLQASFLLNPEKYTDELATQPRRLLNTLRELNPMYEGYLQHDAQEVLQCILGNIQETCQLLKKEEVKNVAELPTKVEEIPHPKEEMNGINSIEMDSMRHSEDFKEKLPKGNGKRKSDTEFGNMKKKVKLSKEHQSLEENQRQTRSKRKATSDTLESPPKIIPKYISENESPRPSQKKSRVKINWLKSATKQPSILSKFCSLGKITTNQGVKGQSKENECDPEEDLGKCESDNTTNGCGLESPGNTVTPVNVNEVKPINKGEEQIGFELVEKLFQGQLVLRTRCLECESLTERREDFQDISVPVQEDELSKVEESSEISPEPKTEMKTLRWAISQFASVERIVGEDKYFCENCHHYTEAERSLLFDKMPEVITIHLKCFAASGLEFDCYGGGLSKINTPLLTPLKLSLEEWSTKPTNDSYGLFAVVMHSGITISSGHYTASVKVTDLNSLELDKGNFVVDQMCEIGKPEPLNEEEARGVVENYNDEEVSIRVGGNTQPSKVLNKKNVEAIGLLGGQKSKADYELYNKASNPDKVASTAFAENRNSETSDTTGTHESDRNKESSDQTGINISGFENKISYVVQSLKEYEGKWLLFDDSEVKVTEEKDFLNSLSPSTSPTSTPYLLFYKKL
#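 Step one: compound is pinned into 1nM USP1/UAF1 in HEPES pH 7.8 buffer with TCEP. Step two: 15 min room-temperature incubation. Step three: Ub-Rho (150nM final) starts cleavage, tracked by fluorescence over six one-minute reads.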
# LDHA inh: inhibitors of human lactate dehydrogenase A; P00338; purified LDHA, NADH/diaphorase-resazurin fluorescence; active compounds read low; activity change, % (values are at about 110 or 230 µM); 480,000 tested, 0.15% active; AID 1347041; in the data active = activity change below about -30%; inconclusive = mostly about -25% to -30%;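 note: plate controls were DMSO wells for no effect and wells without enzyme for full effect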
#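 Human LDH5 (2 nM) was incubated with 0.06 mM NADH and 0.2 mM pyruvate for 5 min at room temperature in Tris pH 7.4. Remaining NADH was coupled through diaphorase/resazurin, and resorufin fluorescence was read at 0 and 20 min.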
# RGS4 inhibitor: human RGS4 inhibition | Transcreener GDP fluorescence polarization, RGS4-accelerated GTP hydrolysis | Potency, µM (doses to about 114 µM), without a hit: top-dose activity change, negative = inhibition, hits mostly inhibitors | 390,000 tested, 0.039% active | AID 504845; note: potency is the fitted concentration of half-maximal effect; % is set by controls: 0 for no effect and ±100 for the full control effect; nearly all actives have a fitted effect of over 75% in size; some results filed as inactive show a strong effect at the top dose
# Target sequence (P49798 whole entry, looked up): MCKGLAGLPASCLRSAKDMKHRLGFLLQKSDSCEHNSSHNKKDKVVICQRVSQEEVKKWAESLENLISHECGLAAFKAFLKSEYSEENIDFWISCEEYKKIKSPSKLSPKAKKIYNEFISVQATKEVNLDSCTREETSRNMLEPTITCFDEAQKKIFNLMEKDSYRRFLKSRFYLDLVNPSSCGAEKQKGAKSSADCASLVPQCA
#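 MLSMR compounds (23 nl, pin-transferred) preincubated 10 min at room temperature with a 500nM (2x) first reagent, then RGS4 at 900nM (2x) plus Transcreener GDP mix added; fluorescence polarization (620/688 nm) read before and after 90 min at 30 °C.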
# Vif-APOBEC3F blk: inhibitors of Vif-A3F interaction. 390,000 tested, 0.2% active. HeLa A3F-eYFP + Vif (tagged APOBEC3F with the HIV-1 protein that degrades it), YFP fluorescence increase. AID 602313. Potency, µM (highest dose often 46.1 µM), without a hit: at the top dose activity, negative = active; note: potency is the fitted concentration of half-maximal effect; % of control where 0% means no effect; nearly all actives have a fitted effect of over 65% in size
#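 Fluorescence increase (Ex 488/Em 500-530) after overnight compound treatment at 37 deg C flags inhibition of Vif-driven A3F-eYFP loss in stable HeLa A3F-eYFP/Vif cells seeded overnight beforehand.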
# IDH1 R132H inh: inhibitors of human mutant IDH1 R132H | Potency, µM (series often up to 76.6 µM), for inactives: at the top dose activity change, negative = inhibition, hits mostly inhibitors | O75874 | 390,000 tested, 0.093% active | IDH1-R132H enzyme, NADPH consumption, diaphorase/resazurin fluorescence; note: potency is the fitted concentration of half-maximal effect; % is set by controls: 0 for no effect and ±100 for the full control effect; nearly all actives have a fitted effect of over 65% in size
#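 IDH1-R132H (0.5 ug/mL) preincubated 30 min with compound, then NADPH (0.016 mM) and alpha-KG (2 mM) added; 80 min at RT, pH 7.5. Remaining NADPH coupled via diaphorase/resazurin to fluorescence (540/590 nm); concentration-response curves normalized to no-enzyme control.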
# The depositor's hits bear a star; u = inconclusive; x = not tested or not shown; & = joins results of further samples; [ ] = dose if it differs, or a comment. Unless noted, calls come from the whole dose curve; as a rule, active = well fitted curve in the direction sought with a large enough effect; inconclusive = small, poorly fitted or top-dose-only effect, or another doubt; inactive = no such curve, though single readings can be large; an effect the other way counts as inactive or inconclusive.
# Results follow in this order: Glioma ERSR ind	Vif-APOBEC3F blk	Vif-A3G inh	LDHA inh	USP1-UAF1 inh	RGS4 inhibitor	rTrxR1 inhibitor	IDH1 R132H inh	TrxR1 substrate
> C/C(=C1/SC(N2CC(C)OC(C)C2)=NC1=O)c1ccccc1 (stereo unspecified)
  -3%	-8%	0%	-8	-14%	4%	5%	3%	3%
> C=CCOc1c(Br)cc(/C=N/NC(N)=O)cc1OC
  -2%	-25%	-9%	-2	-14%	15%	-3%	5%	-5%
> COc1ccc(NS(=O)(=O)c2cccc(C(=O)NCc3ccco3)c2)cc1
  -7%	-22%	-1%	-5	-7%	-19%	-5%	0%	1%
> COc1ccc(NC(=O)CC2C(=O)NCCN2C(=O)Nc2ccc(C(F)(F)F)cc2)cc1 (stereo unspecified)
  0%	-2%	-5%	1	-17%	10%	7%	-10%	-1%
> O=C(Cc1ccc(Cl)cc1)Nc1ccc2oc(-c3ccccc3)nc2c1
  0%	-5%	2%	-2&1	-19%	0%	12%	0%	3%
> Nc1nc2n(n1)C(c1cccs1)CC(c1ccccc1)N2 (stereo unspecified)
  -4%	x	-6%	-6	-2%	-8%	-5%	-2%	6%
> Oc1ccc(/C=C/c2ccnc3ccccc23)cc1
  5%	6%	-9%	-3	-12%	-6%	1%[57.1 µM]	3%	4%[57.1 µM]
> Cc1onc(-c2ccc(Cl)cc2Cl)c1-c1csc(COc2ccccc2)n1
  -3%	11%	6%	4	-19%	17%	15%	0%	8%
> CCOC(CCNC(=O)c1cn(C)c(=O)c2c1c1ccccc1n2C)OCC
  4%	-2%	1%	0	-23%	-13%	18%	-6%	50%[activator]
> CC(C)(C(=O)N[C@H](CO)c1ccccc1)C(=O)N[C@H](CO)c1ccccc1
  -3%	-1%	1%	-5	-27%	-13%	18%	-8%	0%
> C/C(=N/Nc1ccc(C(=O)c2c(C)cc3ccccn23)cc1[N+](=O)[O-])c1ccc(O)cc1
  -4%	-2%	-5%	-6	u	34%	10%	4%	-3%
> NNC(=O)c1csc(COc2cc(Cl)cc(Cl)c2)n1
  1%	1%	2%	-12	u	-8%	11%[57.1 µM]	8%	5%[57.1 µM]
> CC1CCN(c2nc3ccc(C(=O)NC(C)C)cc3s2)CC1
  -9%	-4%	0%	1	4%	18%	-3%	-14%	-1%
> N#CCCN1CCNCC1
  -3%	-11%	-1%	-2	-15%	-12%	-25%	4%	-4%
> Cc1ccc(CCNC(=O)Cn2cccc2)cc1
  0%	-1%	-1%	-1	-2%	-4%	-20%	3%	-2%[57.1 µM]
> CCSC1=NC2(CCN(C(=O)NC3CCCCC3)CC2)N=C1c1ccc(C)c(C)c1
  -4%	1%	1%	2	-5%	-23%	11%	34%	1%
> CC(=O)Nc1ccc(NC(=O)COC(=O)C2c3ccccc3Oc3ccccc32)cc1
  -5%	-16%	4%	-11	-2%	17%	13%[57.1 µM]	-2%	-1%
> CCC(Sc1nc2ccncc2[nH]1)C(=O)Nc1cc(Cl)ccc1C (stereo unspecified)
  -2%&-3%	0%&0%	-6%&-5%	-2&-1&2	u	1%&-29%	13%&-2%	2%&1%	-1%&1%
> COc1ccccc1NC(=S)N1CCN(C(c2ccccc2)c2ccccc2)CC1
  -3%	-1%	0%	-12	4%	13%	u	2%	u
> CCN(CC(=O)Nc1c(F)cccc1F)C(=O)c1n[nH]c2ccccc12
  -1%	-10%	-1%	-4	-11%	13%	-5%	-6%	-6%
> COc1ccc(C2(C)NC(=O)N(CC(=O)Nc3ccc4c(c3)CCC4)C2=O)cc1OC (stereo unspecified)
  -3%	1%	-1%	-1	-5%	10%	8%	18%	3%
> CC(=O)NNC(=O)CCn1nnc(-c2ccc(Cl)cc2)n1
  -4%	-9%	0%	-10	-18%	15%	2%[57.1 µM]	24%	-8%
> Cn1c(=O)n(CCCOc2ccc(Cl)cc2)c2ccccc21
  -2%	-6%	-2%	2	1%	0%	24%[57.1 µM]	4%	12%[57.1 µM]
> COc1ccc(NC(=O)c2c(C)oc3ccc(O)c(CN4CCN(Cc5ccccc5)CC4)c23)cc1
  1%	-4%	5%	-4	-2%	-15%	13%	1%	-2%
> Nc1nc(=S)c2ncn(C3CCCCC3)c2[nH]1
  -1%	4%	-3%	-2	-4%	u	-4%[2.29 µM]	-1%	1%[2.29 µM]
> CCc1ccc(-c2ccc3nnc(SC)n3n2)cc1
  18%	3%	-5%	-2	-22%	5%	9%	-3%	5%
> CCc1ccc(/C=C2\C(=N)N3N=C(CC(=O)N4CCCCC4)SC3=NC2=O)cc1
  -5%	13%	-6%	-1	-17%	0%	13%	7%	5%
> O=c1c2ccccc2ncn1CCCSc1ccc(Cl)cc1
  -4%	-17%	-4%	-2	-18%	-22%	-3%	6%	-10%
> CC(=O)Nc1ccc(-c2nnc(SCC(=O)Nc3ccc4c(c3)oc3ccccc34)n2C)cc1
  -7%	0%	-1%	0	-6%	11%	-13%	1%	-10%
> Cc1c(C(=O)Nc2ccccn2)oc2ccc(Br)cc12
  -2%	-1%	-15%	-3	-17%	9%	-6%	2%	2%
> COC(=O)C1CCN(C(c2ccc(OC)c(OC)c2)c2sc3nc(C)nn3c2O)CC1 (stereo unspecified)
  -2%	1%	0%	2	-21%	-25%	-16%[57.1 µM]	8%	2%[57.1 µM]
> CC1=C(C(=O)Nc2ccccn2)C(c2ccc(Br)cc2)NC(=S)N1 (stereo unspecified)
  1%	-18%	-28%	-8	-3%	-53%	2%	1%	2%
> Cc1ccc(N(CC(=O)NC2CCCCC2)C(=O)CCCC(=O)Nc2ccccn2)cc1
  -6%	6%	-3%	0	-16%	-12%	-21%[57.1 µM]	1%	-7%[57.1 µM]
> O=C(O)c1ccc(Nc2ncnc3ccccc23)cc1
  0%	3%	-2%	-3	-20%	15%	4%	-3%	-8%
> CN(C)CC(C)(C)CNS(=O)(=O)c1ccc(Cl)s1
  -5%	6%	-8%	-1	-17%	-3%	-7%	-2%	-8%
> O=C(Nc1cccc(NC(=O)c2ccccc2Cl)c1)c1cccs1
  -3%	-1%	-2%	-6	0%	8%	18%[57.1 µM]	0%	-3%[57.1 µM]
> O=C(NCc1cc(C(F)(F)F)ccc1Cl)c1cccc2c1C(=O)c1ccc(N3CCCCC3)cc1S2(=O)=O
  -1%	-5%	-10%	-14	20µM*	19%	18%[57.1 µM]	-13%	6%[57.1 µM]
> Cc1nc(C)n(CCNS(=O)(=O)c2ccccc2)n1
  -3%	-14%	1%	-6	6%	-9%	25%	-10%	4%
> Cc1c(Cl)cccc1NC(=O)Nc1cccnc1
  -7%	-16%	-8%	-4	-16%	28%	4%	-4%	-5%
> Nc1cc(N)nc(SCc2cc(=O)oc3cc4c(cc23)CCC4)n1
  -4%	3%	-6%	-4	-9%	-3%[56.9 µM]	-4%	1%	0%
> COc1ccc(Cl)cc1NC(=O)C(C)n1c(=O)cc(C(F)(F)F)c2c(C)nn(C)c21 (stereo unspecified)
  -4%	-6%	1%	3	-4%	-8%	14%[57.1 µM]	21%	2%[57.1 µM]
> O=C(Cn1cc(S(=O)(=O)Cc2cccc(Cl)c2)c2ccccc21)NCCc1ccccc1
  -1%	3%	2%	-2	-7%	0%	9%	-2%	1%
> CCN(CC)NC(=S)Nc1ccccc1
  -5%	4%	-3%	-6	-3%	-19%	-12%	4%	-3%
> O=C(CCc1ccccc1Cl)Nc1cccc(S(=O)(=O)N2CCCC2)c1
  -2%	1%	1%	-7	-17%	-8%	2%	5%	-6%
> O=C(COc1ccccc1)Nc1cccc2nsnc12
  0%	-5%	3%	0	-23%	3%	-2%	-4%	0%
> Nc1cc(-c2cccc([N+](=O)[O-])c2)[nH]n1
  -2%	2%	-5%	-8	-16%	-1%[11.4 µM]	22%	8%	-1%
> COCCNC(=O)C(c1ccc(Cl)cc1)N(CCOC)C(=O)CCC(=O)Nc1ccccn1 (stereo unspecified)
  2%	3%	0%	-4	-6%	-14%	14%	5%	-2%
> O=C(NCC1CCCO1)c1cc(-c2ccco2)nc2ccccc12 (stereo unspecified)
  -3%	10%	1%	-4	-9%	-11%[11.4 µM]	46%[activator]	-1%	563%[activator]
> CC(C)(C)c1csc(Sc2ccc([N+](=O)[O-])cn2)n1
  5%	-1%	-16%	0	-19%	6%	-11%[57.1 µM]	12%	-1%[57.1 µM]
> Cc1cccc(C(=O)N2CCCC(N3CCN(c4ccc(F)cc4)CC3)C2)n1 (stereo unspecified)
  -1%	-11%	0%	-1	-21%	-7%	-6%	-2%	-5%
> COc1ccc(-n2nnnc2SCC(=O)Nc2nc3c(s2)CCCC3)cc1
  -14%	-5%	-3%	1	-23%	-20%	14%[57.1 µM]	0%	7%[57.1 µM]
> CCS(=O)(=O)N1CCCC(c2nc(-c3cccc(OC)c3)no2)C1 (stereo unspecified)
  0%	-6%	0%	-6	-15%	-5%	8%[57.1 µM]	2%	5%[57.1 µM]
> COc1ccc(C(NC(=O)c2cc(OC)ccc2OC)c2ccccc2)cc1 (stereo unspecified)
  -7%	u	-30%	3	-11%	14%	16%	8%	7%

# This is a subset; count on the stated rates, not on these rows.
